# GLA spleen mod: qHTS Assay for Inhibitors and Activators of Human alpha-Galactosidase From Spleen Homogenate. human spleen homogenate, 4MU-alpha-Gal fluorescence, 40 min. Potency, µM (top dose mostly 80 µM), without a hit: at the top dose activity change, negative = inhibition, usual class: inhibitors. Alpha-galactosidase A (Homo sapiens), P06280. AID 2107, 2009. hit rate 0.008% among 240,000;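 further: potency means the concentration at half of the fitted maximal effect; 0% = enzyme with vehicle and -100% = no enzyme basal signal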
# Target sequence (P06280 32-429 limits assumed): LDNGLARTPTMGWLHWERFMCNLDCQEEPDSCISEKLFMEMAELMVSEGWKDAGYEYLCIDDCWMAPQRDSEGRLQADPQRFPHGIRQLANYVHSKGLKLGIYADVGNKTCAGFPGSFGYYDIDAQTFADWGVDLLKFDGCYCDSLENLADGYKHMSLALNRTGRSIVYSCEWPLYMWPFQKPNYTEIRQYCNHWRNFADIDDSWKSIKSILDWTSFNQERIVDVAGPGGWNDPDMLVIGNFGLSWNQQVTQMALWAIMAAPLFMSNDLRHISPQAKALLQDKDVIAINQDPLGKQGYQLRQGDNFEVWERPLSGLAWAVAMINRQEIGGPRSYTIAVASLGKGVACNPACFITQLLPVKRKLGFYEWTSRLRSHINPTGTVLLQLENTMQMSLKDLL
#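 Human spleen homogenate (1 ug) as enzyme source, 4-methylumbelliferyl-alpha-D-galactopyranoside 1 mM final, citrate/phosphate pH 5.0 with 0.01% Tween-20. Compounds 40 min at 37C, NaOH/glycine stop; fluorescence Ex 365/Em 440, Hill-fit AC50.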
# Tau FP inhib: qHTS for Inhibitors of Tau Fibril Formation, Fluorescence Polarization. Microtubule-associated protein tau (Homo sapiens), P10636. K18 P301L tau heparin fibrillization, Alexa594 FP, 6 h. hit rate 0.39% among 280,000. AID 1468, 2008. Potency, µM (titrated, usually from 57.7 µM), without a hit: top-dose activity, negative = inhibition, most hits filed as inhibitors; further: potency means the concentration at half of the fitted maximal effect; on the % scale 0 is the no-effect control and ±100 the full control effect; nearly all actives have a fitted effect of over 55% in size
# Target sequence (P10636 561-689 P618L limits assumed): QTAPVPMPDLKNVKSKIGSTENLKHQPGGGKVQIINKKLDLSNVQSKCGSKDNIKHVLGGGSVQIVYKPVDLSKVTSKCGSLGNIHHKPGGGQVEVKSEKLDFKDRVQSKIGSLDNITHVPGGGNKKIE
#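 Human K18 P301L fragment (15 uM unlabeled plus 0.24 uM Alexa 594-labeled) in 100 mM sodium acetate pH 7 with compound, aggregation induced by 20 uM heparin for 6 hr at 37 C. ThT (30 uM) added for 1 hr, then Alexa 594 FP read.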
# TexasRed fluor: Total Fluorescence Counterscreen for Inhibitors of the Interaction of Thyroid Hormone Receptor and Steroid Receptor Coregulator 2. TRb/SRC2 Texas Red total fluorescence interference. Potency, µM (doses to about 106 µM), for inactives: top-dose fluorescence change, negative = quenching. hit rate 0.29% among 280,000. AID 1479, 2009; active means well fitted curve in either direction with a large enough effect; inconclusive means small, poorly fitted or top-dose-only effect; further: potency means the concentration at half of the fitted maximal effect; on the % scale 0 is the no-effect control and ±100 the full control effect
#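 Flags fluorescent or light-absorbing compounds by total fluorescence, S + 2P, at 555 nm excitation and 632 nm emission. Mixture: 20 nM Texas Red SRC2 peptide, 0.6 uM human TRb LBD, 1 uM T3, 5% DMSO; compound exposure 5 h at ambient temperature.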
# CBFb-RUNX1 inh: qHTS Assay for Compounds Blocking the Interaction Between CBF-beta and RUNX1 for the Treatment of Acute Myeloid Leukemia. Runt-related transcription factor 1 (Homo sapiens) + Core-binding factor subunit beta …. AlphaScreen CBFb-His/RUNX1-biotin binding, biochemical. 230,000 tested, under 10 active. Potency, µM (titrated, usually from 59.8 µM), for inactives: at the highest dose activity, negative = inhibition, actives largely listed as inhibitors. AID 1477, 2009; further: % of control where 0% means no effect
#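 CBFb-His/RUNX1-biotin, 30 nM each, preincubated 20 min RT; compound 15 min RT; Ni + streptavidin beads 50 ng each, 90 min RT; AlphaScreen read.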
# NPSR antagonist: qHTS Assay for Antagonists of the Neuropeptide S Receptor: cAMP Signal Transduction. CHO-NPSR cells, cAMP TR-FRET, antagonist mode. Potency, µM (doses to about 38.3 µM), for the others: at the highest dose activity change, negative = inhibition, most hits filed as inhibitors. hit rate 1% among 220,000. AID 1461, 2008; further: potency means the concentration at half of the fitted maximal effect; on the % scale 0 is the no-effect control and ±100 the full control effect; nearly all actives have a fitted effect of over 50% in size; many of its hits are not listed in these tables
# Target sequence (Q6W5P4 whole entry, looked up): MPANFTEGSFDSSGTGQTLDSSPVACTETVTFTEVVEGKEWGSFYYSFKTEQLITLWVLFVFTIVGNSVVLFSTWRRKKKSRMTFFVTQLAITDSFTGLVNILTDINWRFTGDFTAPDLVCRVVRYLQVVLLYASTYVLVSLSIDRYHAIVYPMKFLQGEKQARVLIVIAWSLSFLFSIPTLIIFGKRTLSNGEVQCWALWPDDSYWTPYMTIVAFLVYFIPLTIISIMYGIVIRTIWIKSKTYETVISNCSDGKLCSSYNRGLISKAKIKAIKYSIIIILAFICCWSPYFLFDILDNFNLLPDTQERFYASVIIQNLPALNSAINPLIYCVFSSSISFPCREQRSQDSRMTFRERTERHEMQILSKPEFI
# Epigenetic derep: Quantitative High-Throughput Screen for Regulators of Epigenetic Control | Potency, µM (titrated, usually from 53.9 µM), inactives show at the top dose GFP activation, hits mostly activators | murine LDR cells, GFP reporter derepression, 30 h | AID 1865, 2009 | hit rate 0.2% among 280,000; further: potency means the concentration at half of the fitted maximal effect; % of control where 0% means no effect; nearly all actives have a fitted effect of over 60% in size
#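 Readout is the number of GFP-expressing murine LDR cells, counted by cytometry following washing. Cells were treated with compound for 30 h at 37 C; the stably integrated CMV-GFP locus is normally silent.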
# Tau fluor cs: Counterscreen qHTS for Inhibitors of Tau Fibril Formation, Fluorescence Polarization; tau K18 P301L Alexa594 fluorescence, heparin fibrillization; Potency, µM (top dose mostly 57.7 µM), for the others: at the top dose activity change, negative = decrease; hit rate 0.93% among 280,000; AID 1463, 2008; further: potency means the concentration at half of the fitted maximal effect; on the % scale 0 is the no-effect control and ±100 the full control effect; nearly all actives have a fitted effect of over 55% in size
#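 Human tau K18 P301L (15 uM unlabeled, 0.24 uM Alexa 594-labeled) in 100 mM sodium acetate pH 7 with 20 uM heparin, 6 hr at 37 C. ThT 30 uM added, 1 hr ambient; Alexa 594 FP and total fluorescence read at 555/632 nm.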
# TRb-SRC2 inh: qHTS for Inhibitors of the Interaction of Thyroid Hormone Receptor and Steroid Receptor Coregulator 2; AID 1469, 2008; Potency, µM (titrated, usually from 106 µM), for inactives: at the highest dose activity change, negative = inhibition, actives largely listed as inhibitors; Thyroid hormone receptor beta (Homo sapiens), P10828; TRbeta-SRC2 peptide binding, fluorescence polarization; receptor liganded with 1 µM T3; hit rate 0.065% among 280,000;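 further: potency means the concentration at half of the fitted maximal effect; plate controls were bound peptide for no effect and peptide without receptor for full effect; nearly all actives have a fitted effect of over 50% in size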
#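 Assay buffer: 20 mM Tris-HCl, 100 mM NaCl, 10% glycerol, 1 mM EDTA, 0.01% NP-40, 1 mM DTT, 1 uM T3, 5% DMSO; TRb LBD 0.6 uM, Texas Red SRC2 20 nM; FP after 5 hr.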
# Active calls of the source: *; ? = inconclusive; . = not tested or not shown; [ ] = dose if it differs, or a comment. Unless noted, the call rests on the fitted dose curve; in most records, active means well fitted curve in the direction sought with a large enough effect; inconclusive means small, poorly fitted or top-dose-only effect, or another doubt; inactive means no such curve, though single readings can be large; an effect the other way counts as inactive or inconclusive. A portion of the library; rates above refer to the full screens.
Structure	GLA spleen mod	Tau FP inhib	TexasRed fluor	CBFb-RUNX1 inh	NPSR antagonist	Epigenetic derep	Tau fluor cs	TRb-SRC2 inh
CCOc1ccc(Nc2cc(C)nc(N3CCOCC3)n2)cc1	3%	8%	-4%	0%	-5%[46.1 µM]	2.2%	-11%	-4%
O=C1CC(c2ccccc2)n2nc(NS(=O)(=O)c3ccccc3)nc2N1 (stereo not given)	5%	-2%	-10%	9%	5%[46.1 µM]	-1.0%	-7%	1%
CCC(O)CNc1nc(-n2nc(C)cc2C)nc2sc3c(c12)CC(C)(C)OC3 (stereo not given)	-1%	8%	4%	1%	-10%[46.1 µM]	-0.4%	6%	-1%
O=C1CC(c2ccccc2)CCc2sccc2N1 (stereo not given)	-13%	1%	1%	-6%	-4%[46.1 µM]	4.3%	-12%	4%
COc1ccccc1CCc1nnc(CCC(=O)NCC[C@@H]2C[C@@H]3C=C[C@H]2C3)o1	4%	-1%	-1%[53 µM]	1%	1%	-0.2%	-2%	2%[53 µM]
O=c1c2ccccc2nc2n1C(CSCc1ccccc1)CS2 (stereo not given)	0%	-3%	-5%	17%	-5%[46.1 µM]	-3.3%	-6%	-2%
CC(C)(C)C(=O)Nc1nnc(SCc2cccc(F)c2)s1	-7%	-7%	-1%	4%	-14%	-1.3%	-13%	1%
CCCCc1nc2n[nH]c(N)c2c2c1CSC(C)(C)C2	-1%	17%	1%	2%	-4%[46.1 µM]	4.7%	-16%	4%
O=C(NCCSc1ccccc1)c1cncc(Br)c1	6%	-4%	0%	3%	-7%[46.1 µM]	-4.9%	-15%	-11%
O=C(Nc1ccc(F)cc1F)c1noc2c1CCc1ccccc1-2	.	-21%	-1%	.	.	-0.9%	-10%	-8%
CCOc1ccc2nc(N3CCN(C(=O)c4ccc(S(=O)(=O)CC)cc4)CC3)sc2c1	.	-9%	1%	.	.	-0.4%	-20%	-2%
COC(=O)c1[nH]c2ccccc2c1NC(=O)CCN1CCN(C2CCCCC2)CC1	10%	6%	0%	-1%	-1%[46.1 µM]	-1.0%	3%	-2%

# (further entries)
Structure	GLA spleen mod	Tau FP inhib	TexasRed fluor	CBFb-RUNX1 inh	NPSR antagonist	Epigenetic derep	Tau fluor cs	TRb-SRC2 inh
NC(CO)c1cn([C@@H](CCC(=O)O)C(=O)N2CCNCC2)nn1 (stereo not given in full)	11%	-6%	-2%	9%	-21%	-4.2%	-4%	4%
CC(=O)N1CCN(C(=S)c2ccc(Cl)cc2)CC1	5%	-3%	1%	2%	24%	2.1%	0%	-15%
CCCCNC(=O)c1nn(C)c2c1CSc1ccccc1-2	.	0%	0%	.	.	-3.4%	-15%	7%
CCOC(=O)c1ccccc1OCc1cc(/C=N/NC(=O)c2cccnc2)ccc1OC	4%	-12%	-1%	4%	3%	4.4%	?	3%
Cc1cccc2c3c([nH]c12)C(=O)CC(C)(C)S3	6%	-4%	-2%	3%	-3%	-0.5%	-10%	6%
CCOC(=O)C1CCCN(c2c(NCCCN3CCCC(C)C3)c(=O)c2=O)C1 (stereo not given)	5%	-3%	0%	-2%	4%[46.1 µM]	-1.3%	1%	4%
N#Cc1ccc(CSc2nnc(-c3ccc(Br)cc3)o2)cc1	.	-11%	3%	.	.	-1.1%	-9%	8%
CC(C)C(=O)NCCn1ccc2ccccc21	8%	-2%	0%	1%	1%[46.1 µM]	-1.1%	-1%	-2%
CN1CCC(=NNC(=O)C(=O)NC(C)(C)C)CC1	6%	2%	1%	-3%	3%[46.1 µM]	-0.1%	-2%	-1%
CCOc1ccc(OCCSc2nnnn2C2CCCCC2)cc1	-5%	11%	2%	27%	-20%[46.1 µM]	-0.8%	0%	-5%
CN1CCN(CCC(=O)Nc2cccc(Br)c2)CC1	-3%	-6%	-3%	6%	2%	-0.9%	-3%	7%
Cc1cc(C(F)(F)F)c(C#N)c(SCC(=O)Nc2nc3cc(Br)ccc3s2)n1	-5%	-1%	2%	-1%	0%	-3.2%	-6%	10%

# (next part)
Structure	GLA spleen mod	Tau FP inhib	TexasRed fluor	CBFb-RUNX1 inh	NPSR antagonist	Epigenetic derep	Tau fluor cs	TRb-SRC2 inh
O=C1CCCC(=NCc2ccco2)C1	7%	-5%	2%	7%	-12%[46.1 µM]	3.2%	-1%	-1%
Cc1c(-c2ccccc2)n[nH]c1C(=O)NN	0%	1%	0%	3%	10%	1.2%	-5%	3%
Cc1cc(/C=N/NC(N)=O)c(C)c(CO)c1	5%	7%	-4%	6%	-2%[46.1 µM]	-2.0%	4%	-7%
COc1ccc(S(=O)(=O)N2CCCC(C(F)(F)F)C2)cc1 (stereo not given)	-5%	1%	2%	4%	-5%	-0.8%	3%	0%
C=C1C(=O)C=C2CN(C(=O)c3ccccc3)[C@@](Cc3ccc(OC)cc3)(C(=O)OC)[C@@H]12	1%	?	-4%	-3%	.	?	-8%	-5%
Brc1ccc(-c2ccc(/C=N/Nc3nc(N4CCOCC4)nc(N4CCOCC4)n3)o2)cc1	-5%	?	0%	-10%	?	7.9%	-12%	4%
CC(C)Oc1cccc(C(=O)O)c1	-2%	-6%	-4%	1%	4%[46.1 µM]	0.0%	-6%	3%
O=C(Nc1nc2nccc(-c3ccccc3)n2n1)c1ccc(F)cc1	5%	5%	1%	-7%	-5%	0.0%	5%	7%
COc1ccc(OC)c(NC(=O)c2ccc(OC3CSC3)cc2)c1	-5%	-2%	-1%	-10%	-4%	-1.1%	?	0%
Cc1ccccc1CN1C[C@@H]2C[C@@H](c3cn(C)nc3-c3ccccc3)N3CCC[C@@]23C1=O	2%	-5%	2%	-25%	46%	-3.7%	-6%	1%
C=CCc1c(C)nc2nc(SCC(=O)Nc3ccc(C)c(C)c3)nn2c1C	.	7%	0%	.	.	2.9%	-6%	-1%
COc1cc(NC(=O)CN2CCN(c3ccccc3F)CC2)c(C)cc1[N+](=O)[O-]	7%	2%	-1%	1%	6%	0.0%	-2%	-20%

# Retrieved by structure from above:
Structure	GLA spleen mod	Tau FP inhib	TexasRed fluor	CBFb-RUNX1 inh	NPSR antagonist	Epigenetic derep	Tau fluor cs	TRb-SRC2 inh
C=C1C(=O)C=C2CN(C(=O)c3ccccc3)[C@@](Cc3ccc(OC)cc3)(C(=O)OC)[C@@H]12	1%	?	-4%	-3%	.	?	-8%	-5%
O=C1CC(c2ccccc2)n2nc(NS(=O)(=O)c3ccccc3)nc2N1 (stereo not given)	5%	-2%	-10%	9%	5%[46.1 µM]	-1.0%	-7%	1%
CCOc1ccc(Nc2cc(C)nc(N3CCOCC3)n2)cc1	3%	8%	-4%	0%	-5%[46.1 µM]	2.2%	-11%	-4%
O=C1CC(c2ccccc2)CCc2sccc2N1 (stereo not given)	-13%	1%	1%	-6%	-4%[46.1 µM]	4.3%	-12%	4%

# Next section:
Structure	GLA spleen mod	Tau FP inhib	TexasRed fluor	CBFb-RUNX1 inh	NPSR antagonist	Epigenetic derep	Tau fluor cs	TRb-SRC2 inh
O=C(NN=C(Cc1ccccc1)Cc1ccccc1)c1ccncc1	0%	-3%	-1%	16%	45%	0.1%	-10%	6%
CCNc1nc2c(c(=O)[nH]c(=O)n2C)n1Cc1ccc(F)cc1	1%	5%	0%	-12%	-14%[46.1 µM]	0.8%	6%	-25%
CCOc1ccc(NC(N)=O)cc1	-2%	1%	-8%	2%	-11%[46.1 µM]	8.2%	-1%	2%
CC(C)COP(=O)(OCC(C)C)C(O)c1ccc(F)cc1 (stereo not given)	-3%	7%	5%	11%	1%[46.1 µM]	0.0%	-1%	-3%
O=C(NC(=S)Nc1ccc(N2CCCCC2)c(Cl)c1)c1ccc2c(c1)OCCO2	-5%	4%	0%	-3%	?	0.0%	?	-10%
CC1CCCN(CCCNC(=O)Cn2ncc3c([nH]c4ccccc43)c2=O)C1 (stereo not given)	.	-8%	10%	.	.	-1.2%	-12%	12%
CC(C)CCn1c(NCCN(C)C)nc2c1c(=O)[nH]c(=O)n2C	0%	-1%	-2%	1%	-4%[46.1 µM]	-0.7%	-9%	-5%
Cn1c(=O)sc2cc(NS(=O)(=O)c3ccc(C(C)(C)C)cc3)ccc21	.	1%	-3%	.	.	1.7%	1%	-1%
Clc1ccc(-c2nn3c(-c4ccccc4)nnc3s2)cc1	-1%	0%	2%	3%	?	1.9%	-1%	9%
O/N=C/c1cccnc1Sc1ccccc1	-13%	6%	-5%	1%	-2%	-0.2%	3%	5%
Cc1ccccc1C(=O)O/N=C(\N)c1cccc([N+](=O)[O-])c1	3%	2%	1%	2%	-15%[46.1 µM]	0.1%	-11%	10%
CCc1cccc(C)c1NC(=O)Cn1c(=O)cc(C(F)(F)F)c2c(C)nn(C)c21	.	4%	1%	.	.	7.4%	2%	1%
CCOC(=O)c1ccc(N2CCN(c3cc(C)ccc3C)CC2)c(NC(=O)Nc2ccc(Cl)cc2)c1	.	-10%	-1%	.	.	0.6%	-25%	1%
Cc1ccc(C)c(-n2cc(-c3ccc(Cl)cc3)nc2SCC(=O)NC2CCS(=O)(=O)C2)c1 (stereo not given)	8%	7%	-7%	-6%	-18%[46.1 µM]	0.0%	-19%	-1%
COc1cc2c(cc1OC)C(=O)CCS2	1%	3%	1%	7%	-9%[46.1 µM]	3.1%	-3%	-7%
